Bcl-B TR3 displacers: displacers of TR3 peptide from Bcl-B, primary screen, selectivity assay for Bfl-1 inhibitor project, biochemical, fluorescence polarization; AID 748; hit rate 0.11% among 96,000; FP displacement of FITC-TR3 peptide from Bcl-B; higher % means a stronger effect; displacement, % at 20 µM, or IC50 in µM where a hit was titrated;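 active means displacement above 50% at 20 µM plus a fluorescence interference ratio under 1.5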;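 further: plate controls were wells without compound for no effect and wells lacking Bcl-B protein for full effect; a part of the inactive calls stands beside numbers as strong as those of hits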
PLAP inhibitors HTS: inhibition of human placental alkaline phosphatase – biochemical, luminescence, HTS (AID 690); purified PLAP, luminescent substrate; higher % means a stronger effect; one-dose inhibition, % at 20 µM; IC50 in µM for titrated hits; hit rate 0.08% among 96,000; in the data active means a potency from the dose series; inactive means the rest, 99 in 100 with inhibition below about 30%; further: strong numbers were not always called active
IL1B NFkB inh: blocks IL-1B driven NFkB nuclear translocation in HUVEC cells | inhibition, % at 2 µM | AID 796 | hit rate 0.43% among 94,000 | HUVEC IL-1B NFkB p65 nuclear translocation imaging;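 active means inhibition above about 30% together with a positive call from visual inspection of the well image, limit read from the data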;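 further: nuclear over cytoplasmic p65 intensity ratio measured by imaging; 0% = IL-1B stimulated DMSO wells and 100% = unstimulated DMSO wells; values of inactives mirror those of a sister screen read the other way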
NFkB transloc pot: enhances IL-1B driven NFkB nuclear translocation; HUVEC IL-1B NFkB p65 nuclear translocation imaging; activation, % at 2 µM; hit rate 0.3% among 94,000; AID 819;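 active means activation above 40%, about the mean plus 3 SD, also judged a hit on visual image review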;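 further: percent activation is computed from the nuclear over cytoplasmic p65 intensity ratio; values of inactives mirror those of a sister screen read the other way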
MRP reversal: MRP-mediated drug resistance reversal. AID 602. hit rate 0.04% among 85,000. differential viability (reversal), % at 10 µM. H69AR cells + 2 uM doxorubicin, CellTiter-Glo, 72 h;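 active means viability drop by adding the cancer drug above about 55%, with treated viability meeting a 40% cutoff, limit read from the data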;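 further: viability without doxorubicin minus viability with 2 µM doxorubicin for each compound; larger differential means the compound sensitizes cells more to doxorubicin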
MRP reversal cytotoxicity: also measured in MRP reversal; calls as there; viability, %; H69AR cells, CellTiter-Glo, 72 h; measured here: cytotoxicity without doxorubicin
MRP reversal with doxorubicin: second read-out of MRP reversal, no call of its own (marks repeat the call); viability, %; measured here: viability with 2 uM doxorubicin; stronger effect = lower value
IL1B NFkB inh cell count 2 µM: recorded beside IL1B NFkB inh, whose call it bears; cell count; measured here: cells passing quality filter;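 raw number of nuclei counted in each imaged well without normalization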
NFkB transloc pot cell count 2 µM: further read-out of NFkB transloc pot, marked with its call; cell count; measured here: cells passing quality filter
* hit, by the source's call; . = not tested or not shown. The list is partial, so the mix of outcomes need not match the whole.

#	mol	Bcl-B TR3 displacers	PLAP inhibitors HTS	IL1B NFkB inh	IL1B NFkB inh cell count 2 µM	NFkB transloc pot
1	CC(=O)Nc1nc(SCc2cccc3ccccc23)n[nH]1	-3.0%	-32.0%	-6.5	132	6.5
2	CC(C)CC(NC(=O)C1CCCCC1)C(=O)N1CCN(c2ccccn2)CC1 (configuration not stated)	-18.1%	-30.1%	17.4	142	-17.4
3	Cc1cc(NC(=O)CSc2nc(C3CC3)nc3sc(C)c(C)c23)no1	-22.6%	3.1%	-2.5	42	2.5
4	Cc1cc(C)c(S(=O)(=O)N2CCN(c3nc4c(c(=O)n(C)c(=O)n4C)n3C)CC2)c(C)c1	2.9%	-36.3%	.	.	.
5	Cc1ccc(C)c(N2CCN(S(=O)(=O)c3ccc4c(c3)CCN4C(=O)CCC(=O)O)CC2)c1	-24.6%	-56.5%	1.4	183	-1.4
6	CCOC(=O)c1c(N)sc(C(O)(C(F)(F)F)C(F)(F)F)c1-c1ccc(Cl)cc1	-6.0%	-39.8%	0.3	87	-0.3
7	COc1ccc(C(=O)Nc2nnc(-c3ccco3)s2)cc1	-11.8%	-38.8%	-3.6	139	3.6
8	O=C(Oc1ccc(-c2ccccc2)cc1)N1CCCCC1	-10.1%	13.4%	2.2	128	-2.2
9	CCN(Cc1nc2ccccc2c(=O)[nH]1)Cc1cc(=O)oc2cc(C)c(C)cc12	.	.	-18.6	140	18.6
10	Cc1noc(C)c1S(=O)(=O)N(C)CC(=O)NCc1ccccc1	4.2%	-5.3%	12.1	225	-12.1
11	O=S(=O)(c1ccc(Cl)cc1)c1ccccn1	-1.6%	14.3%	7.3	110	-7.3
12	COc1ccccc1N1CCN(Cc2ccc(OC)c3ccccc23)CC1	.	.	-1.4	114	1.4
13	O=C(CSc1n[nH]c(-c2ccco2)n1)N1c2ccccc2Sc2ccccc21	0.4%	-87.0%	.	.	.
14	O=C1N/C(=N\N=C\c2ccccn2)SC1Cc1cccc(SC(F)F)c1 (configuration not stated)	1.9%	-35.7%	-0.5	153	0.5
15	O=c1c2c(nc3cc(-c4ccccc4)[nH]n13)CCS2	-15.2%	17.6%	-6.1	171	6.1

#	NFkB transloc pot cell count 2 µM	MRP reversal	MRP reversal cytotoxicity	MRP reversal with doxorubicin
1	132	.	.	.
2	142	.	.	.
3	42	-27.6	24.5	52.0
4	.	0.3	56.8	56.5
5	183	-6.6	89.5	96.1
6	87	-1.5	61.6	63.2
7	139	-5.6	8.2	13.8
8	128	8.9	101.2	92.2
9	140	12.4	56.0	43.6
10	225	9.4	105.9	96.5
11	110	11.5	98.9	87.4
12	114	10.0	72.4	62.4
13	.	-13.4	71.1	84.5
14	153	.	.	.
15	171	.	.	.

The listing continues.
#	mol	Bcl-B TR3 displacers	PLAP inhibitors HTS	IL1B NFkB inh	IL1B NFkB inh cell count 2 µM	NFkB transloc pot
16	CCN1CCc2c(C#N)c(N3CCOCC3)nc(NCCO)c2C1	15.6%	-9.6%	-15.1	132	15.1
17	Cc1nnsc1SCC(=O)O	1.6%	-5.6%	4.8	166	-4.8
18	COC(=O)c1ccccc1NC(=O)CN1CCC(C(=O)c2ccc3c(c2)OCCO3)CC1	4.1%	-55.4%	-7.7	150	7.7
19	COC(=O)Cc1c(C)nc2nc(NCc3c(F)cccc3Cl)[nH]n2c1=O	-1.7%	-39.5%	-8.4	78	8.4
20	Cc1cccc(C(=O)O/N=C(\N)Cc2ccc([N+](=O)[O-])cc2)c1	-3.8%	23.3%	-4.0	155	4.0
21	Cc1ccc(-c2cc(C#N)c(=O)n(Cc3c(Cl)cccc3Cl)c2)cc1	0.9%	5.7%	-10.6	127	10.6
22	COc1ccc(S(=O)(=O)N2CCCC2C(=O)Nn2cnnc2)cc1 (configuration not stated)	-9.2%	3.8%	5.4	193	-5.4
23	Cc1ccc2oc(=O)n(CCOc3ccccc3Cl)c2c1	-3.3%	26.7%	4.2	42	-4.2
24	COc1ccc(/C(O)=C2/C(=O)C(=O)N(CCN(C)C)C2c2ccccc2)cc1Cl (configuration not stated)	-6.0%	-46.0%	2.2	163	-2.2
25	CCC(=O)N(CC)c1nc(-c2ccc(OC)cc2)cs1	-14.6%	-6.1%	-8.5	191	8.5
26	O=C(NC1CCCC1)C(c1ccc(O)cc1)N(CC1CCCO1)C(=O)C1COc2ccccc2O1 (configuration not stated)	-3.5%	-50.6%	-1.6	173	1.6
27	COc1ccc(OCC(O)Cn2c(Nc3ccccc3)nc3c2c(=O)n(C)c(=O)n3C)cc1 (configuration not stated)	4.7%	6.9%	-0.1	136	0.1
28	CSc1nnc(NC(=O)CCc2ccccc2)s1	8.1%	4.8%	-15.1	155	15.1
29	Cc1cc2c(c(Sc3ccccc3)n1)C(=O)OC2	-7.8%	8.2%	.	.	.
30	COC(=O)c1sc(S(=O)(=O)N2CCC(C(N)=O)CC2)c(C(=O)OC)c1C	0.4%	-10.5%	-1.3	156	1.3

#	NFkB transloc pot cell count 2 µM	MRP reversal	MRP reversal cytotoxicity	MRP reversal with doxorubicin
16	132	3.3	97.9	94.6
17	166	.	.	.
18	150	-5.0	75.2	80.2
19	78	-2.3	94.7	97.0
20	155	-5.0	3.6	8.6
21	127	.	.	.
22	193	0.7	108.7	108.0
23	42	0.9	92.7	91.8
24	163	7.5	101.7	94.2
25	191	-11.4	57.8	69.2
26	173	0.9	66.9	66.0
27	136	-5.1	91.1	96.2
28	155	24.1	106.2	82.0
29	.	2.0	91.8	89.8
30	156	.	.	.

Next section.
#	mol	Bcl-B TR3 displacers	PLAP inhibitors HTS	IL1B NFkB inh	IL1B NFkB inh cell count 2 µM	NFkB transloc pot
31	C=CCn1c(SCC(=O)Nc2cc(C)on2)nc2sc(C)c(C)c2c1=O	-15.1%	16.7%	-21.8	86	21.8
32	COc1cc(C(=O)Nc2nc(OC)c(-c3ccccc3)c(OC)n2)cc(OC)c1OC	-3.3%	-17.6%	.	.	.
33	CCOc1ccc(NC(=O)C2CCC(N3C(=O)C4CC=CCC4C3=O)CC2)cc1 (configuration not stated)	-17.1%	-46.3%	4.9	130	-5.0
34	O=C(CCc1ccc(S(=O)(=O)N2CCOCC2)cc1)NCCCN1CCCC1=O	-2.2%	-5.3%	-3.7	115	3.7
35	CCCc1nc2ccccc2c(=O)n1/N=C/c1ccc(O)c(O)c1	34.9%	-34.5%	-8.4	106	8.4
36	C#CCSc1nc(-c2ccccc2)cc(C(F)(F)F)c1C#N	-8.9%	16.5%	-9.4	113	9.4
37	CN(C)CCNC(=O)c1ccc(CS(=O)(=O)c2ccc(Br)cc2)o1	.	.	5.1	170	-5.1
38	CC(=O)Nc1cccc(NC(=O)CSc2nnnn2Cc2ccccc2)c1	-16.8%	9.3%	1.6	224	-1.6
39	Cn1c(=O)c(=O)n(C)c2cc(S(=O)(=O)N3CCC(N4CCCCC4)CC3)ccc21	.	.	-0.4	137	0.4
40	O=C(NCCO)c1c(O)c2cccc3c2n(c1=O)CC3	0.5%	-14.7%	-6.4	98	6.4
41	COc1cc(NC(=S)NN2CCN(C)CC2)cc(OC)c1	0.0%	-6.3%	6.0	124	-6.0
42	Cc1cc(C)c2cc(C(c3nnnn3C3CCCC3)N3CCOCC3)c(=O)[nH]c2c1 (configuration not stated)	1.9%	-63.4%	.	.	.
43	N#Cc1c(N)nc2c(c1N)CC(CO)O2 (configuration not stated)	9.5%	-14.1%	-18.1	172	18.1
44	CCc1nnc(NC(=O)CCC(=O)N2CCN(Cc3ccccc3)CC2)s1	-4.6%	-22.4%	-4.2	88	4.2
45	O=C(CCn1[nH]c(=O)c2ccccc2c1=O)OC1CCCCC1	11.7%	-7.7%	-7.9	175	7.9

#	NFkB transloc pot cell count 2 µM	MRP reversal	MRP reversal cytotoxicity	MRP reversal with doxorubicin
31	86	13.4	27.9	14.4
32	.	-19.5	32.1	51.6
33	130	-13.0	93.3	106.3
34	115	-1.4	94.1	95.5
35	106	-24.6	15.8	40.4
36	113	.	.	.
37	170	-8.2	96.6	104.8
38	224	.	.	.
39	137	.	.	.
40	98	.	.	.
41	124	.	.	.
42	.	-35.0	35.5	70.5
43	172	.	.	.
44	88	9.0	97.2	88.2
45	175	6.1	88.3	82.2

Full records, looked up by structure:
Profile of CCOc1ccc(NC(=O)C2CCC(N3C(=O)C4CC=CCC4C3=O)CC2)cc1 (configuration not stated) : Bcl-B TR3 displacers = -17.1%; PLAP inhibitors HTS = -46.3%; IL1B NFkB inh = 4.9; IL1B NFkB inh cell count 2 µM = 130; NFkB transloc pot = -5.0; NFkB transloc pot cell count 2 µM = 130; MRP reversal = -13.0; MRP reversal cytotoxicity = 93.3; MRP reversal with doxorubicin = 106.3
Profile of O=C(CCn1[nH]c(=O)c2ccccc2c1=O)OC1CCCCC1 : Bcl-B TR3 displacers = 11.7%; PLAP inhibitors HTS = -7.7%; IL1B NFkB inh = -7.9; IL1B NFkB inh cell count 2 µM = 175; NFkB transloc pot = 7.9; NFkB transloc pot cell count 2 µM = 175; MRP reversal = 6.1; MRP reversal cytotoxicity = 88.3; MRP reversal with doxorubicin = 82.2

Additional results.
#	mol	Bcl-B TR3 displacers	PLAP inhibitors HTS	IL1B NFkB inh	IL1B NFkB inh cell count 2 µM	NFkB transloc pot
46	CCNc1nc(N)nc(Oc2ccc(C(=O)OC)cc2)n1	0.2%	-31.4%	-5.4	115	5.4
47	CS(=O)(=O)N(CC(=O)NCc1ccco1)Cc1ccc(Cl)cc1	-2.9%	-60.1%	2.9	116	-2.9
48	COc1cccc(NC(=O)N(Cc2ccco2)C(C)c2cccs2)c1 (configuration not stated)	-6.6%	12.8%	-0.5	185	0.5
49	c1cnc(N2CCN(c3nc4ccccc4n4cnnc34)CC2)nc1	-23.7%	-2.8%	-0.4	153	0.4
50	S=c1nc(-c2ccco2)[nH][nH]1	2.9%	10.7%	-3.9	151	3.9
51	Cn1c(/C=C/c2ccc([N+](=O)[O-])o2)nc2ccccc2c1=O	-33.2%	-22.4%	20.6	109	-20.6
52	Cc1oc(-c2ccccc2F)nc1CS(=O)(=O)CC(=O)N1CCCCCC1	2.0%	-54.3%	-2.7	72	2.7
53	C=CCn1c(SCC(=O)NCc2ccc3c(c2)OCO3)nnc1C1CCCCC1	-13.4%	-63.8%	.	.	.
54	CSc1nnc(-c2ccccc2)c(=O)[nH]1	10.7%	-3.5%	-9.1	83	9.1
55	O=C(CNS(=O)(=O)c1ccc(Br)s1)N1CCN(c2ncccn2)CC1	6.3%	-25.7%	-30.8	112	30.8
56	CC1=C(C(=O)Nc2ccccc2)C(c2ccc(C)cc2)N=C(Nc2nc3ccccc3o2)N1 (configuration not stated)	-13.8%	-7.5%	-8.6	201	8.6
57	CCCCC(=O)Nc1cccc(NC(=O)C(C)C)c1	1.5%	15.5%	-10.3	130	10.3
58	CCOC(=O)c1c(C)nc2sc3c(c2c1-c1ccc(OC)cc1)NC(c1ccccc1)NC3=O (configuration not stated)	6.1%	-5.6%	7.5	147	-7.5
59	CCOC(=O)c1c(NCc2ccc3c(c2)OCO3)c2ccccc2[nH]c1=O	3.9%	-24.4%	-11.6	178	11.6
60	Cc1cc(C)c(NC(=O)CN2C(=O)NC3(CCCCC3)C2=O)c(Cl)c1	-8.4%	0.4%	.	.	.
61	Cc1c(Cl)ccc2c1NC(=O)[C@]21[C@@H]2C(=O)N(Cc3ccccc3)C(=O)[C@@H]2[C@@H]2CCCN21	-35.0%	-57.6%	9.3	55	-7.5
62	CCc1c(C)c(C#N)c2nc3ccccc3n2c1Nc1c(C)n(C)n(-c2ccccc2)c1=O	-7.6%	0.6%	-4.6	101	4.6

#	NFkB transloc pot cell count 2 µM	MRP reversal	MRP reversal cytotoxicity	MRP reversal with doxorubicin
46	115	-1.1	86.7	87.8
47	116	-4.9	90.3	95.2
48	185	12.8	100.5	87.7
49	153	-7.9	71.0	79.0
50	151	-8.8	85.3	94.0
51	109	-0.4	-0.5	-0.1
52	72	13.0	94.2	81.2
53	.	11.0	96.2	85.2
54	83	-13.9	97.1	110.9
55	112	2.1	83.6	81.5
56	201	.	.	.
57	130	0.4	88.8	88.4
58	147	.	.	.
59	178	5.0	103.4	98.4
60	.	-16.2	28.7	44.8
61	55	13.8	93.4	79.6
62	101	11.1	88.2	77.1

Assay outcomes deposited in PubChem by several laboratories.
